Assay outcomes as filed in PubChem BioAssay.
NSD2 inh: NSD2 histone methyltransferase inhibitors, primary screen, biochemical, AlphaScreen, single concentration, set 2 | AID 743445, 2014 | inhibition, % at 12.5 µM | 310,000 tested, 0.54% active | Histone-lysine N-methyltransferase NSD2 (Homo sapiens), O96028 | NSD2 peptide methylation, 120 min; in the data active means inhibition above about 50%
Arrestin-AP2 inh: inhibitors of beta-arrestin/AP2 binding, primary screen, biochemical, GPCR trafficking, flow cytometry; inhibition, % at 10 µM; beta-arrestin 1 C-terminal peptide binding to AP2 beta2-adaptin appendage (human); AID 504490, 2011; FITC-arrestin peptide / GST-AP2 beads; AP2 beta2 appendage carries R879A mutation; 340,000 tested, 0.31% active;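 active means inhibition above a set limit, near 3 SD of compounds lacking own fluorescence, cut at about 54% in these data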;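 further: plate controls were DMSO wells for no effect and 5 µM unlabelled arrestin peptide for full effect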
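Material – AP2 appendage R879A on GSH beads · Buffer or medium – PBS with 0.05% Tween 20 and 0.1% BSA · Probe or stimulus – fluorescein-tagged arrestin peptide at 50 nM final · Incubation – compound with beads 12 min RT, then probe 1 h RT · Detection – high-throughput flow cytometry of beads, ex 488, em 535 nm · Evaluation – percent response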
RTF Ca sens inh: cardiac RTF calcium sensitivity inhibitors, primary screen, biochemical, IANBD-TnC fluorescence, EC70 calcium; 340,000 tested, 0.12% active; inhibition, % at 7.15 µM; IANBD-labeled cardiac RTF, Ca2+ fluorescence;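 active means inhibition above the mean inhibition of all tested compounds plus 3 SD, cut at about 17% in these data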;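 further: assay run at fixed EC70 calcium of 1.6 mM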
PKA-R2B act: activators of PKA-R2B holoenzyme, primary screen, biochemical, fluorescence polarization, Cy5-IP20, human. cAMP-dependent protein kinase catalytic subunit beta (Homo sapiens) + cAMP-dependent …. PKA-R2B holoenzyme dissociation; R2B truncated from residue 108, S112A mutant; 0% DMSO only, 100% 113 µM cGMP. activation, % at 11.4 µM. 340,000 tested, 0.079% active. AID 504700, 2011;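 active means activation above a cutoff set at the mean over all compounds plus 3 SD, cut at about 18% in these data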;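 further: higher means more holoenzyme dissociation and a rise in polarization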
Target sequence (P31323 whole entry, looked up, other chains not shown, the tested form may be a part): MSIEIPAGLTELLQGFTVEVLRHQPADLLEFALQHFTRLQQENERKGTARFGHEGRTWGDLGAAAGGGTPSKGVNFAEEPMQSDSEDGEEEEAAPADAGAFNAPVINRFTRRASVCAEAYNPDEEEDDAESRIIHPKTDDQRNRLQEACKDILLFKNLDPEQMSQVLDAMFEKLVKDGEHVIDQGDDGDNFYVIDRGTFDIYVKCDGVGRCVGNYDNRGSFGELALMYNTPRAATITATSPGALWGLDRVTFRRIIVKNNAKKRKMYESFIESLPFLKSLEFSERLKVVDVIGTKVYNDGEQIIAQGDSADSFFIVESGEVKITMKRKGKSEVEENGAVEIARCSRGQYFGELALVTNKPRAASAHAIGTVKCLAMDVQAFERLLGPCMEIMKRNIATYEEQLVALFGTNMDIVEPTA
SR-BI DiI-HDL act: activators of SR-BI mediated DiI-HDL uptake, primary screen, ldlA[mSR-BI] CHO cells, DiI fluorescence; 3 h; 100 = double the neutral-control signal; activation, % at 12.5 µM; 320,000 tested, 0.096% active; AID 504775, 2011;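 active means mean replicate activation of at least 60% and every replicate at or above 60%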;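 further: 0% = median plate neutral-control signal and 100% = twice that signal; values of inactives mirror those of a sister screen read the other way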
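Assay system: LDL receptor-deficient CHO ldlA cells overexpressing murine SR-BI / Medium: BSA-supplemented, HEPES-buffered Ham's F12, pH 7.4 / Probe or stimulus: DiI-labelled HDL at 10 µg/mL final / Timing: compound with DiI-HDL co-incubation, 3 h at 37 °C / Technique: bottom-read cell fluorescence after medium removal, ex 550/em 595 nm / Measure: HDL uptake via cellular fluorescence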
Keap1 Nrf2 FP: Keap1-Nrf2 protein-protein interaction inhibitors, primary screen, biochemical, fluorescence polarization, single point. Kelch-like ECH-associated protein 1 (Homo sapiens), Q14145. Keap1 Kelch-Nrf2 peptide fluorescence polarization, 1536-well. inhibition, % at 9.4 µM. 340,000 tested, 0.15% active. AID 504523, 2011; in the data active means inhibition above about 12%;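 further: human Keap1 Kelch domain with fluorescein labeled Nrf2 9mer peptide probe; 0% = neutral control wells and 100% = peptide positive control; higher means more block of Keap1 binding to Nrf2 peptide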
Target sequence (Q14145 whole entry, looked up, the tested form may be a part): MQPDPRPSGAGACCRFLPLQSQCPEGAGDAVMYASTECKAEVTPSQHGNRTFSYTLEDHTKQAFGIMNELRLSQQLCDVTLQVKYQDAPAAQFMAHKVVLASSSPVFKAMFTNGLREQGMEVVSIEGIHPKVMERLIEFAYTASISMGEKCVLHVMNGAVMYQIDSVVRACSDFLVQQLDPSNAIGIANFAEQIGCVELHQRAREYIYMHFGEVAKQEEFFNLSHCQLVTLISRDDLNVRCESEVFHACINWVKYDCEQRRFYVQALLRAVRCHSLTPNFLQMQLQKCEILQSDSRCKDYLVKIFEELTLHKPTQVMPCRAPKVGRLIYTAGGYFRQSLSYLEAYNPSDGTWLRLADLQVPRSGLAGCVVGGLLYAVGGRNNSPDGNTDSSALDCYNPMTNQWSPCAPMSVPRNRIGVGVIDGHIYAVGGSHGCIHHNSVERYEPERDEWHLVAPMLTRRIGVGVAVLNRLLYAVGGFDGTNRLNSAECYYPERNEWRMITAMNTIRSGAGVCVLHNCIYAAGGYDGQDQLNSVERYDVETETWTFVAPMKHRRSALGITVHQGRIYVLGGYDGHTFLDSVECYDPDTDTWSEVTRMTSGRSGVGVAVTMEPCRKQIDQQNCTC
LANA DNA inh: inhibitors of KSHV C-LANA binding to DNA, primary screen, biochemical, fluorescence polarization, FAM-LBS DNA, MBP-C-LANA, single point. 340,000 tested, 0.078% active. inhibition, % at 9 µM. AID 504423, 2011. Kaposi's sarcoma herpesvirus LANA C-terminal domain (residues 932-1162) DNA binding;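 active means highest replicate inhibition at or above 60% at 9 µM, even if other replicates fall short; inactive means all replicates below 60% inhibition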;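 further: 0% = neutral control wells and 100% = 4 µM acridine orange control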
DAGLB inh: DAGLB lipase inhibitors, primary screen, biochemical, fluorescence, HTS; 340,000 tested, 0.059% active; HEK293T DAGLB membrane lysate, EnzChek fluorogenic substrate; inhibition, % at 5.17 µM; in the data active means inhibition above about 34%;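 further: 0% = enzyme with vehicle and 100% = wells lacking enzyme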
PvdQ inh: P. aeruginosa PvdQ acylase inhibitors, primary screen, biochemical, fluorescence, plate reader and imaging, single point; PvdQ acylase [Pseudomonas aeruginosa LESB58]; purified PvdQ acylase; inhibition, % at 10 µM; 340,000 tested, 0.063% active; AID 488965, 2010; in the data active means inhibition above about 30%, passing the limit was not always enough;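 further: 0% = vehicle neutral wells and 100% = reference inhibitor wells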
SR-BI DiI inh: inhibitors of SR-BI mediated HDL lipid uptake, primary screen, ldlA[mSR-BI] cells, fluorescence, single point | Scavenger receptor class B member 1 (Mus musculus), Q61009 | ldlA[mSR-BI] CHO cells, DiI-HDL uptake fluorescence, 3 h | inhibition, % at 12.5 µM | 320,000 tested, 0.96% active | AID 488896, 2010;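 active means mean replicate inhibition of at least 70% and a set share of replicates each scoring 70 or more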;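 further: 0% = median of neutral control wells and 100% = median of positive control wells; values of inactives mirror those of a sister screen read the other way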
* = called active by the depositor; x = no result given.

1: CC(=O)N1N=C(C)CC1c1ccc(O)cc1 (centres undefined)
2: COc1ccc(CN(C(=O)c2cccs2)C(C(=O)NC2CCCCC2)c2ccc3ncccc3c2)cc1 (centres undefined)
3: O=C(Nc1ccccc1)C1=C[C@@H](C2CC2)C[C@@H](OCc2ccc(CO)cc2)O1
4: Cc1c(Br)c(C(=O)N2CCc3ccccc32)nn1C
5: CCC(C)NC(=O)C1CCN(S(=O)(=O)c2ccc3c(c2)CC(C)N3C(C)=O)CC1 (centres undefined)
6: Cc1ccc(-n2ncc3c(=O)n(CC(=O)NC4CCCCC4)cnc32)cc1

Assay by compound,1,2,3,4,5,6
SR-BI DiI-HDL act,8,-4,3,-16,x,18
PvdQ inh,-6,-5,5,-16,-7,-7
DAGLB inh,1,-3,-3,3,1,-1
SR-BI DiI inh,-8,4,-3,16,x,-18
NSD2 inh,-1,0,x,9,x,-2
Arrestin-AP2 inh,9,-7,14,13,3,-1
RTF Ca sens inh,4,-6,4,3,4,-3
Keap1 Nrf2 FP,-2,-5,-5,0,3,-3
LANA DNA inh,0.3,0.5,-0.4,1.9,1.5,0.2
PKA-R2B act,5,2,-4,5,-5,-6

Arranged by formula weight (rising): 5 of the compounds above.
1: CC(=O)N1N=C(C)CC1c1ccc(O)cc1 (centres undefined)
6: Cc1ccc(-n2ncc3c(=O)n(CC(=O)NC4CCCCC4)cnc32)cc1
3: O=C(Nc1ccccc1)C1=C[C@@H](C2CC2)C[C@@H](OCc2ccc(CO)cc2)O1
5: CCC(C)NC(=O)C1CCN(S(=O)(=O)c2ccc3c(c2)CC(C)N3C(C)=O)CC1 (centres undefined)
2: COc1ccc(CN(C(=O)c2cccs2)C(C(=O)NC2CCCCC2)c2ccc3ncccc3c2)cc1 (centres undefined)

Assay by compound,1,6,3,5,2
SR-BI DiI-HDL act,8,18,3,x,-4
PvdQ inh,-6,-7,5,-7,-5
DAGLB inh,1,-1,-3,1,-3
SR-BI DiI inh,-8,-18,-3,x,4
NSD2 inh,-1,-2,x,x,0
Arrestin-AP2 inh,9,-1,14,3,-7
RTF Ca sens inh,4,-3,4,4,-6
Keap1 Nrf2 FP,-2,-3,-5,3,-5
LANA DNA inh,0.3,0.2,-0.4,1.5,0.5
PKA-R2B act,5,-6,-4,-5,2

The list goes on.
7: O=[N+]([O-])c1ccc(Nc2ccc(Cl)cc2)nc1
8: O=C1OC(Nc2nccs2)c2ccccc21 (centres undefined)
9: COc1cccc(C(=O)N2C(C(=O)O)CSC2c2ccccc2Cl)c1 (centres undefined)
10: CC1CC(=O)NN=C1c1ccc(NCCO)c([N+](=O)[O-])c1 (centres undefined)
11: CN(c1ccc(C(=O)N2CCN(Cc3ccc4c(c3)OCO4)CC2)cc1)S(C)(=O)=O
12: COc1ccc(CCNC(=O)C2CCN(S(=O)(=O)c3cccs3)CC2)cc1OC

Assay by compound,7,8,9,10,11,12
SR-BI DiI-HDL act,-36,28,11,47,-13,17
PvdQ inh,-12,16,5,-15,8,-9
DAGLB inh,x,2,-2,0,1,-2
SR-BI DiI inh,36,-28,-11,-47,13,-17
NSD2 inh,1,0,22,2,2,2
Arrestin-AP2 inh,8,5,25,-1,35,-10
RTF Ca sens inh,x,2,4,-4,14,-3
Keap1 Nrf2 FP,-2,-8,-5,-3,-1,5
LANA DNA inh,-1.6,0.2,0.0,0.6,-1.7,0.5
PKA-R2B act,x,-4,0,-5,-8,-2

13: CC(NC(=O)Cc1ccsc1)c1ccc(Cl)cc1Cl (centres undefined)
14: Cc1ccc(SCC(=O)Nc2ccccc2C(=O)O)cc1
15: COC(=O)c1ccc(-c2sc3nc(N4CCOCC4)c4c(c3c2N)CC(C)(C)OC4)o1
16: C=CCn1cc(CN2CCC(C(=O)Nc3ccc(Oc4cccnc4)cc3)CC2)c(C)n1
17: O=C(Cn1[nH]c(=O)c2ccccc2c1=O)OCC(=O)c1ccc(F)cc1
18: COc1ccc(Br)cc1CNC(=O)c1ccc2c(c1)N(C)CCS2

Assay by compound,13,14,15,16,17,18
SR-BI DiI-HDL act,x,30,-60,-4,-6,-68
PvdQ inh,-3,-8,-5,-16,-6,-8
DAGLB inh,-3,0,2,1,1,0
SR-BI DiI inh,x,-30,60,4,6,68
NSD2 inh,13,0,10,0,15,x
Arrestin-AP2 inh,19,-2,12,-2,-1,4
RTF Ca sens inh,-18,-20,-7,3,1,-3
Keap1 Nrf2 FP,-3,-1,1,-3,-3,-3
LANA DNA inh,1.3,-0.7,0.4,-1.4,-0.1,-0.7
PKA-R2B act,2,-12,-11,9,-6,3

19: Cc1cc(C)n(-c2nc(NCCCO)c3c4c(sc3n2)CCCC4)n1
20: O=C(NNC(=O)c1n[nH]c2ccccc12)c1ccccc1
21: CCc1ccc(C(=O)CN2C(=O)NC(C)(CCc3ccccc3)C2=O)cc1 (centres undefined)
22: CC(=O)c1ccc(OC(=O)CCNC(=O)c2ccccc2)cc1
23: CN(C(=O)c1ccccc1Cl)c1ccccc1C(=O)NCCc1ccccc1
24: CCCCn1c(N)c(N(CC(C)C)C(=O)CCCc2cccs2)c(=O)[nH]c1=O

Assay by compound,19,20,21,22,23,24
SR-BI DiI-HDL act,-40,12,36,25,12,x
PvdQ inh,-15,-12,-3,-7,-9,1
DAGLB inh,1,-1,4,-2,-1,-1
SR-BI DiI inh,40,-12,-36,-25,-12,-23
NSD2 inh,7,-1,-1,0,0,31
Arrestin-AP2 inh,1,-5,36,16,3,4
RTF Ca sens inh,-3,-13,-6,0,-2,3
Keap1 Nrf2 FP,3,3,-3,0,5,-5
LANA DNA inh,-2.3,3.0,-1.4,-2.3,1.1,-0.4
PKA-R2B act,-1,2,0,6,-6,3

25: CCOC(=O)c1ccc(COc2nc3ccccc3nc2-c2ccccc2NC(C)=O)o1
26: CC(C)OC(=O)c1c(NC(=O)c2ccco2)sc2c1CCCCC2
27: O=C1CC[C@H](N2C(=O)c3ccccc3C2=O)C(=O)N1
28: CCNC(=O)COc1ccc(-c2ccccc2)cc1
29: Cc1ccc(NC(=O)COc2ccc(-n3ccnc3)cc2)cc1Cl
30: O=[N+]([O-])c1cc(Br)c(O)c(/C=N/Nc2nc3ccccc3s2)c1

Assay by compound,25,26,27,28,29,30
SR-BI DiI-HDL act,32,-40,15,6,0,-24
PvdQ inh,-17,-9,-7,-8,-5,-2
DAGLB inh,-2,-8,2,1,1,14
SR-BI DiI inh,-32,40,-15,-6,0,24
NSD2 inh,2,0,x,-1,-1,2
Arrestin-AP2 inh,4,0,2,10,2,21
RTF Ca sens inh,-6,-14,-4,-16,-4,5
Keap1 Nrf2 FP,0,-1,0,-3,-7,-6
LANA DNA inh,-0.9,0.1,-0.8,-1.5,2.0,-0.6
PKA-R2B act,4,-18,-5,-6,0,-8

31: COc1ccc(OC)c(N2C(N)=NC(N)=NC23CCCC3)c1
32: COC(=O)C1C(O)=C(C(C)=Nc2cccc3ccccc23)C(=O)CC1(C)C (centres undefined)
33: COc1ccc2nc(SCC(=O)Nc3nonc3C)[nH]c2c1
34: COc1ccc(OC)c(C(=O)c2coc3ccc(OCC(=O)O)cc23)c1
35: CCOC(=O)c1c(O)c(Cl)c(C)[nH]c1=O
36: CC(C)N(Cc1ccccc1)C(=S)Nc1ccc(OC(F)F)cc1

Assay by compound,31,32,33,34,35,36
SR-BI DiI-HDL act,20,6,19,24,5,-4
PvdQ inh,-12,-16,5,-11,-7,-4
DAGLB inh,-3,0,-1,2,0,-2
SR-BI DiI inh,-20,-6,-19,-24,-5,4
NSD2 inh,0,3,6,4,-3,2
Arrestin-AP2 inh,12,2,36,-1,23,6
RTF Ca sens inh,-10,1,-1,1,-5,-2
Keap1 Nrf2 FP,-1,-6,1,-8,0,0
LANA DNA inh,-0.2,-1.1,1.2,-1.5,-0.2,0.6
PKA-R2B act,7,-4,4,-8,2,0

37: COc1ccc(N2CCN(C(=O)CN3C(=O)NC(C)(C4CC4)C3=O)CC2)cc1 (centres undefined)
38: O=C(NCC1CCCO1)C1CCCN(Cc2cnn(-c3ccccc3)c2-n2cccc2)C1 (centres undefined)
39: Cc1cc(Br)ccc1OCC(=O)NNC(=O)c1ccc(NC(=O)C2CC2)cc1
40: Cc1cnc(NC(=O)c2ccccn2)s1
41: COc1ccc(Nc2nc(Cl)c(C=O)s2)cc1
42: CCC1Oc2ccc(C)cc2N(CC(=O)N2CCOCC2)C1=O (centres undefined)
43: Cc1ccc(NC(=O)COC(=O)c2nn(-c3ccc(Cl)cc3)cc2O)cc1
44: CCOc1cc(CNCc2ccccc2)ccc1OCc1ccc(Cl)cc1

Assay by compound,37,38,39,40,41,42,43,44
SR-BI DiI-HDL act,-15,18,-47,13,10,1,15,-37
PvdQ inh,-9,-3,1,-9,-5,1,2,-16
DAGLB inh,0,0,2,0,-2,-3,-4,-5
SR-BI DiI inh,15,-18,47,-13,-10,-1,-15,37
NSD2 inh,0,3,-5,x,x,-1,-2,-8
Arrestin-AP2 inh,1,7,14,-3,0,45,1,0
RTF Ca sens inh,7,-5,-4,3,1,10,2,-8
Keap1 Nrf2 FP,2,-4,-4,0,-5,-3,-1,0
LANA DNA inh,0.3,-1.2,-0.5,-1.8,1.2,-0.5,1.7,1.7
PKA-R2B act,-2,-9,7,0,-3,-4,0,-9
